GLS inhibitor: blocks human kidney-isoform glutaminase activity. 410,000 tested, 0.21% active. O94925. AID 624170. GLS enzymatic activity, qHTS titration. Potency, µM (doses to about 45.5 µM), without a hit: at the highest dose activity change, negative = inhibition, actives largely listed as inhibitors; also: potency is read from the fitted curve at half-maximal effect; % is scaled to controls: 0 for no effect and ±100 for the full control effect
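Read-out is an Amplex red fluorescence increase coupled through glutamate oxidase and HRP, measured before and after 30 min room-temperature incubation. hKGA is in 45 mM KH2PO4 (pH 8.2) with 0.02% Tween-20; glutamine added as 1mM solution.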
TrxR1 substrate: rat thioredoxin reductase 1 substrate activity; O89049; purified TrxR1 substrate turnover, NADPH consumption readout; Potency, µM (highest dose often 114 µM), inactives show at the highest dose activity change, negative = substrate turnover; 390,000 tested, 0.01% active; AID 588456; also: potency is read from the fitted curve at half-maximal effect; % is scaled to controls: 0 for no effect and ±100 for the full control effect; nearly all actives have a fitted effect of over 50% in size
Target sequence (O89049 whole entry, looked up): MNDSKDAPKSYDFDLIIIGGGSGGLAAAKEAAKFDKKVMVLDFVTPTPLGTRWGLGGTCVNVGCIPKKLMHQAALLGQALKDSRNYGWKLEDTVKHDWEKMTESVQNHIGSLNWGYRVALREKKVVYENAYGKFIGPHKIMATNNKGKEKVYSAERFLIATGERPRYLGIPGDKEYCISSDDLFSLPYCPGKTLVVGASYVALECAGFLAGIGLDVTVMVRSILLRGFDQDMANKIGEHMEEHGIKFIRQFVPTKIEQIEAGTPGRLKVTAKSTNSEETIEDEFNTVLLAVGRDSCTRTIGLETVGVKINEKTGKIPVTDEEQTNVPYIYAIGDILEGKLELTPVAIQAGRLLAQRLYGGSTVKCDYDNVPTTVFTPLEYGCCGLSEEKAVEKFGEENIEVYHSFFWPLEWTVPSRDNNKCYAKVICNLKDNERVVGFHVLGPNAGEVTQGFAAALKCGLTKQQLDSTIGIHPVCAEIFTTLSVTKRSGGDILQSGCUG
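Rat TrxR1, dispensed at 90 nM, was prereduced with 400 uM NADPH (final) for 5 min at ~22 deg C, then incubated with compound 15 min before 400 uM selenite. A first-read NADPH fluorescence drop versus no-compound background flagged substrates.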
Tb PGK inh: blocks T. brucei phosphoglycerate kinase; Potency, µM (highest dose often 57.5 µM), for the others: top-dose activity change, negative = inhibition, usual class: inhibitors; 380,000 tested, 0.043% active; PGK/GAPDH coupled, Kinase-Glo luminescence, 60 min; P07378; also: potency is read from the fitted curve at half-maximal effect; % is scaled to controls: 0 for no effect and ±100 for the full control effect; nearly all actives have a fitted effect of over 60% in size
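Recombinant glycosomal PGK reaction used 1,3-bisphosphoglycerate generated in-well by GAPDH (100nM final) in 100mM TEA pH 7.6, 5mM MgCl2, 0.01% Tween-20. After 60 minutes at room temperature, ATP was read by Kinase-Glo Plus luminescence end-point.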
PI4K2A block: blocks human PI4K2A kinase activity | Q9BTU6 | purified PI4K2A, ADP-Glo luminescence, 1 h; hits give low values | activity change, negative = inhibition, % at 76.9 µM | 420,000 tested, 0.13% active | AID 1346378; in the data active = activity change below about -50%; inconclusive = mostly about -30% to -49%;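 also: -100% = wells without enzyme as full effect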
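Compounds are screened against recombinant PI4K2A using PI as substrate and ATP, the latter dispensed at 300 microM. Reactions run one hour at ambient temperature before ADP-Glo detection; full inhibition defined by wells lacking enzyme.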
Pin1 inhibitor: human Pin1 inhibition. Q13526. Pin1 FP peptide displacement, HiFluor488, 10 min. Potency, µM (titrated, usually from 115 µM), without a hit: at the top dose activity, negative = inhibition, most hits filed as inhibitors. 390,000 tested, 0.009% active. AID 504891; active = well fitted inhibition curve with a large enough effect in the polarisation, with a control signal flat, not every such curve was filed as active; inconclusive = small, poorly fitted or top-dose-only effect, or effect the other way, or a change in a side signal; inactive = no such curve, though single readings can be large or run the other way; the % refers to the polarisation; also: potency is read from the fitted curve at half-maximal effect; % is scaled to controls: 0 for no effect and ±100 for the full control effect
Target sequence (Q13526 whole entry, looked up): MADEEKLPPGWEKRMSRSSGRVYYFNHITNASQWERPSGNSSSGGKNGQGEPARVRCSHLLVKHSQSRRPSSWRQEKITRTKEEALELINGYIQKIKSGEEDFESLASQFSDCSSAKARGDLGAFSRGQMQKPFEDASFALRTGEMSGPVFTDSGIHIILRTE
TrxR1 inh: blocks rat thioredoxin reductase 1 | O89049 | recombinant rTrxR1, NADPH fluorescence consumption, selenite substrate | Potency, µM (doses to about 114 µM), without a hit: at the highest dose activity change, negative = inhibition, actives largely listed as inhibitors | 390,000 tested, 1% active | AID 588453; also: potency is read from the fitted curve at half-maximal effect; % is scaled to controls: 0 for no effect and ±100 for the full control effect; nearly all actives have a fitted effect of over 65% in size
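Rat TrxR1 (90 nM in the dispensed reagent) was pre-reduced with 400 uM NADPH for 5 min at room temperature, then incubated with compound for 15 min. After 400 uM selenite was added, NADPH fluorescence (Ex 340/Em 450 nm) was followed for 8 min.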
mIDH1 inhibitor: blocks human mutant IDH1 R132H enzyme | O75874 | IDH1-R132H enzyme, NADPH consumption, diaphorase/resazurin fluorescence | Potency, µM (highest dose often 76.6 µM), inactives show at the highest dose activity change, negative = inhibition, hits mostly inhibitors | 390,000 tested, 0.093% active; also: potency is read from the fitted curve at half-maximal effect; % is scaled to controls: 0 for no effect and ±100 for the full control effect; nearly all actives have a fitted effect of over 65% in size
Target sequence (O75874 whole entry R132H, stated change not applied): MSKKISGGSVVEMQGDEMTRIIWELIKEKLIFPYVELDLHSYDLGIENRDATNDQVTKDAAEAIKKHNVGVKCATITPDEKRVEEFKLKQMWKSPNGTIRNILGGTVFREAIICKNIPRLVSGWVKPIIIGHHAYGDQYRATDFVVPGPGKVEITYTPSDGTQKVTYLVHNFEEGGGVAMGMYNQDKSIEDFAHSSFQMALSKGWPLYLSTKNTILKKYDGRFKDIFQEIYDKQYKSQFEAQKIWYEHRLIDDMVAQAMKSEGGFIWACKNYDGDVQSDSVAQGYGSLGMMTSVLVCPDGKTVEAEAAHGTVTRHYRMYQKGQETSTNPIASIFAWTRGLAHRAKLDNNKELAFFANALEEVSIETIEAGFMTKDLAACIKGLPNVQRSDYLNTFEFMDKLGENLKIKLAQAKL
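IDH1-R132H (0.5 ug/mL dispensed) in pH 7.5 Tris buffer was preincubated 30 min with compound, then given a substrate mix of 0.016 mM NADPH and 2 mM alpha-KG for 80 min at room temperature; remaining NADPH was read by diaphorase/resazurin fluorescence.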
HP1b chromo inh: inhibitors of HP1-beta chromodomain binding to methylated histone tails; P83916; AlphaScreen HP1-beta / biotin-H3K9me3 peptide binding; Potency, µM (series often up to 114 µM), for the others: at the top dose activity change, negative = inhibition, most hits filed as inhibitors; 390,000 tested, 0.56% active; also: potency is read from the fitted curve at half-maximal effect; nearly all actives have a fitted effect of over 70% in size; inactives centre near 23
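Compound inhibition of the preformed complex between 50 nM HP1-beta and 50 nM biotinylated H3K9me3 peptide was read by AlphaScreen. Buffer was PBS pH 7.4 with 0.01% Tween-20. Incubations ran 30 min at room temperature, with 10 ug/mL donor/acceptor beads.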
USP1 inh: inhibitors of human USP1/UAF1 deubiquitinase; Potency, µM (top dose mostly 57.1 µM), for inactives: at the top dose activity change, negative = inhibition, usual class: inhibitors; 390,000 tested, 0.23% active; AID 743255; recombinant USP1/UAF1, Ub-Rhodamine cleavage fluorescence; also: potency is read from the fitted curve at half-maximal effect; % is scaled to controls: 0 for no effect and ±100 for the full control effect; nearly all actives have a fitted effect of over 60% in size; inactives centre near -12
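Step one: compound is pinned into 1nM USP1/UAF1 in HEPES pH 7.8 buffer with TCEP. Step two: 15 min room-temperature incubation. Step three: Ub-Rho (150nM final) starts cleavage, tracked by fluorescence over six one-minute reads.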
Starred values were filed as active, the others as inactive; i = inactive; ? = inconclusive; · = no result given; [ ] = another dose, or the depositor's remark. Unless noted, calls follow the shape of the dose curve; as a rule, active = well fitted curve in the direction sought with a large enough effect; inconclusive = small, poorly fitted or top-dose-only effect, or another doubt; inactive = no such curve, though single readings can be large; an effect the other way counts as inactive or inconclusive.

Structure	GLS inhibitor	TrxR1 substrate	Tb PGK inh	PI4K2A block	Pin1 inhibitor	TrxR1 inh	mIDH1 inhibitor	HP1b chromo inh	USP1 inh
Cc1ccc(S(=O)(=O)c2cc3c(=O)n4ccccc4nc3n(CC3CCCO3)c2=N)cc1C (centres undefined)	-5%	122%[activator]	-4%	-3	2%	8%	2%	41%[activator]	-16%
COCCOC(=O)c1c(NC(=O)CN2CCOCC2)sc(C(N)=O)c1C	-14%	-7%	i	0	3%	-13%	1%	41%	-10%
Cn1c(=O)c2c(nc(N3CCOCC3)n2CCCNC2=NCCCCC2)n(C)c1=O	·	3%	-12%	8	-8%	14%	3%	36%	-19%
COc1ccc(Nc2cc(C)c3cc(NC(=O)c4cc(OC)cc(OC)c4)ccc3n2)cc1	-6%	6%	-1%	7	1%	17%	12%	-32%	-25%
CC1CCN(C(=S)c2cccc([N+](=O)[O-])c2)CC1	0%	3%	-5%	2	-3%	-3%	0%	?	-22%
CCOc1ccc(NC(=O)CC2C(=O)N(CC)C(=S)N2CCNC(C)=O)cc1 (centres undefined)	?	-11%	0%	5	-2%	-18%	5%	13%	-8%
COC(=O)C1=C(C)NC(=O)NC1c1cn(-c2ccccc2)nc1-c1cccs1 (centres undefined)	3%	-1%	4%	1	0%	-5%	1%	10%	-5%
CC(Sc1cccc[n+]1[O-])C(=O)Nc1ccc(Oc2ccccc2)cc1 (centres undefined)	4%	14%[57.1 µM]	-9%	8	-4%	17%[57.1 µM]	-1%	17%	-17%
O=C(Cn1c(C(=O)NCC2CCCO2)cc2sccc21)c1ccccc1 (centres undefined)	14%	4%	-7%	-1	1%	14%	1%	22%	-14%
Cn1nc(C(=O)OCC(=O)c2ccc(Cl)cc2)c2ccccc2c1=O	3%	-3%	-2%	6	-15%	-4%	5%	6%	-18%
Cc1cccc(NC(=O)C2C3C=CC(C4CC34)C2C(=O)O)c1 (centres undefined)	-7%	9%[57.1 µM]	-12%	1	-11%	20%[57.1 µM]	0%	24%	3%
COCCN(CC(=O)NC1CCCCC1)C(=O)CSc1nc2ccccc2o1	5%	0%	-6%	3	0%	4%	-3%	26%	-13%
CC1CCCN(c2nc(NCc3ccco3)nc(N)c2[N+](=O)[O-])C1 (centres undefined)	2%	-5%	0%	-6	-1%	-2%	6%	?	-25%
Nc1nonc1-c1nc2ccccc2n1CC(=O)N/N=C/c1ccc(-c2cccc(C(=O)O)c2)o1	-12%	7%[57.1 µM]	?	-4	-16%	-6%[57.1 µM]	5%	50µM*	-20%
COc1ccc([C@H]2CC(=O)C=C(c3ccccc3)C2)cc1OC	1%	2%	i	-2	-2%	3%	0%	37%[activator]	?
O=C(COC(=O)CNC(=O)c1ccccc1F)Nc1cccnc1Cl	0%	-2%[57.1 µM]	-2%	-4	0%	-12%[57.1 µM]	-2%	33%	-7%
COc1ccc(N2C(=O)c3ccccc3NC2c2ccc(OC)c(Cn3nnc4ccccc43)c2)cc1 (centres undefined)	9%	84%[activator]	-7%	-3	29%	12%	3%	22%	-25%
Cc1cc(Nc2ccc(F)cc2)n2nc(C)nc2n1	5%	6%	-6%	-1	-2%	13%	9%	26%	-15%
O=C(OCC(=O)N1CCCC1=O)c1cccc(S(=O)(=O)N2CCOCC2)c1	16%	-9%	0%	2	1%	-10%	5%	18%	-6%
COc1ccc(CNC(=O)c2c(O)nc3c(C)cccn3c2=O)cc1	-3%	-7%	2%	-3	0%	-12%	7%	19%	4%
CCOc1ccc(NC(=S)N2c3ccccc3CC2C)cc1 (centres undefined)	-5%	-11%	-4%	1	1%	-23%	0%	-4%	-26%
Cc1ccc2oc(C(=O)Nc3ccc(S(=O)(=O)Nc4nc(C)cc(C)n4)cc3)cc(=O)c2c1	9%	-9%	7%	-5	-8%	3%	16%	21%	-18%
Cc1nc2ccc(NC(=O)Cc3ccc(Br)cc3)cc2s1	1%	4%	i	-9	1%	15%	5%	-23%	-5%
FC(F)(F)c1cc(Cl)c2nnc(-c3ccccn3)n2c1	-10%	8%[57.1 µM]	-10%	-2	-2%	9%[57.1 µM]	1%	8%	?
COC(=O)c1c(NC(=O)C2C3C=CC(CC3)C2C(=O)O)sc(C)c1C (centres undefined)	-10%	-8%	10%	4	-9%	-10%	1%	30%	-9%
CNS(=O)(=O)c1ccc(NCC2COc3ccccc3O2)c([N+](=O)[O-])c1 (centres undefined)	3%	2%	-6%	-1	7%	-25%	0%	-16%	-21%
CCCCN1C(=O)CN(C2CCCCCC2)C(=O)C1c1ccc(OCC)c(OC)c1 (centres undefined)	3%	2%[57.1 µM]	-4%	5	-2%	20%[57.1 µM]	-9%	34%	3%
COc1ccc(C(=O)Nc2ccc(C(=O)O)cc2NC(=O)c2ccc(OC)cc2)cc1	4%	-7%	-9%	3	-6%	4%	-3%	31%	-3%
O=C(Nc1nnc(-c2ccc(F)cc2)s1)c1c(F)cccc1Cl	0%	-4%[57.1 µM]	-8%	-6	0%	39%	-9%	30%	-2%
COc1ccc([C@@H]2[C@@H]3C(=O)N(C(C)(C)C)C(=O)[C@@H]3[C@]3(C)C(=O)N(c4cccc(F)c4)C(=O)N23)cc1	-6%	1%	1%	1	-6%	9%	12%	44%[activator]	-19%
COc1ccc(NS(=O)(=O)c2cc([N+](=O)[O-])ccc2N/N=C\c2c(C)[nH]c3ccccc23)cc1	11%	2%	i	1	?	4%	0%	-14%	-16%
CSc1cccc(NC(=O)Cn2nnc(C(=O)NCCc3ccccc3)c2N)c1	-3%	12%[57.1 µM]	-4%	1	17%	45%[activator][57.1 µM]	-24%	-2%	?
O=C(Nc1ccc2c(c1)OCO2)C1COc2ccccc2O1 (centres undefined)	16%	-5%	2%	-2	4%	0%	0%	-17%	-14%
COc1ccc(C(=O)Cc2cnn(-c3ccccc3)c2)c(O)c1	2%	-3%	-3%	6	?	-14%	2%	23%	-25%
COc1cccc(C(=O)CN2CCN(S(=O)(=O)c3ccc(Cl)cc3)CC2)c1	-4%	-3%[57.1 µM]	-6%	-2	-7%	?	22%	40%[activator]	-14%
CCN(CC(=O)Nc1ccc2c(c1)OCCO2)C(=O)c1ccc([N+](=O)[O-])s1	-2%	1%	-1%	0	?	5%	-3%	9%	?
O=C(Nc1ccc(N2CCCCC2)cc1)c1cc([N+](=O)[O-])cc([N+](=O)[O-])c1	2%	-2%	-7%	-6	-8%	8%	9%	25%	-20%
CCN1CCN(C(c2ccc(F)cc2)c2sc3nc(-c4ccco4)nn3c2O)CC1 (centres undefined)	9%	7%[57.1 µM]	-9%	9	2%	9%[57.1 µM]	16%	77%[activator]	-3%
COc1ccc(C(=O)N2CCC(C(N)=O)CC2)cc1S(=O)(=O)N1CCCC1	-1%	8%	-9%	-13	3%	5%	9%	32%	-14%
Cc1ccc(NC(=O)Cc2ccc(-n3c(C)nc4cccnc43)cc2)c(Cl)c1	-3%	3%	-1%	-1	18%	3%	-3%	48%[activator]	4%
Nn1c(COc2ccccc2)nnc1SCc1cc(=O)[nH]c2ccccc12	0%	5%	·	0	?	10%	7%	10%	0%
COc1ccc(NC(=O)CCNC(=O)c2ccccc2Cl)cc1OC	-5%	5%	-10%	7	1%	18%	0%	29%	-18%
Cc1ccc(C(=O)NCCc2nnc3ccc(SCC(=O)Nc4ccccc4F)nn23)cc1	7%	4%	-4%	-10	3%	12%	-3%	28%	5%
COC(=O)CSc1nc2sc3c(c2c(=O)n1-c1ccccc1)CCN(C)C3	-21%	35%[activator]	0%	-1	8%	-1%	1%	-1%	-12%
Cc1ccc(Nc2cc(C)nc3nc(C)nn23)c(C)c1	3%	-13%	3%	0	3%	-21%	-9%	50%[activator]	-3%
CS(=O)(=O)N(CC(=O)Nc1ccccc1C(=O)NCc1ccccc1)c1ccc2c(c1)OCCO2	-3%	22%[57.1 µM]	-7%	11	2%	-10%[57.1 µM]	-8%	3%	-16%
CCOc1ccccc1NC(=O)NCc1noc2ccc(C)cc12	-4%	4%	-5%	2	-10%	16%	2%	39%[activator]	-13%
O=C(Cc1ccc(S(=O)(=O)N2CCCC2)s1)NC1CCCCCC1	-4%	5%	-14%	5	4%	6%[57.1 µM]	12%	1%	-7%
CCn1c(SCc2ccc(Cl)cc2)nc2nc3c(cc2c1=O)CCCC3	7%	-4%	2%	15	4%	3%	-1%	33%[activator]	-6%
COc1ccc(-c2cc(C(N)=O)nc(N3CCCCCC3)n2)cc1	0%	35%[activator][57.1 µM]	-4%	-8	28%	42%[activator][57.1 µM]	7%	59%[activator]	-25%

Arranged by formula weight (descending): some entries from above.
Structure	GLS inhibitor	TrxR1 substrate	Tb PGK inh	PI4K2A block	Pin1 inhibitor	TrxR1 inh	mIDH1 inhibitor	HP1b chromo inh	USP1 inh
CCN(CC(=O)Nc1ccc2c(c1)OCCO2)C(=O)c1ccc([N+](=O)[O-])s1	-2%	1%	-1%	0	?	5%	-3%	9%	?
CCn1c(SCc2ccc(Cl)cc2)nc2nc3c(cc2c1=O)CCCC3	7%	-4%	2%	15	4%	3%	-1%	33%[activator]	-6%
COc1ccc(NC(=O)CCNC(=O)c2ccccc2Cl)cc1OC	-5%	5%	-10%	7	1%	18%	0%	29%	-18%

High-throughput results deposited in PubChem BioAssay by National Center for Advancing Translational Sciences (NCATS).

Not all compounds are listed; count on the stated rates, not on these rows.
